Screening results: PubChem, National Center for Advancing Translational Sciences (NCATS)
Abeta rescue: A-beta toxicity reversal in yeast; yeast expressing A-beta42, growth rescue, OD600, 48 h; response scale: 0% DMSO, 100% iron-clioquinol control; Potency, µM (series often up to 46.1 µM), without a hit: at the highest dose growth rescue, most hits filed as activators; 410,000 compounds, 0.063% hits; AID 1347071; also: potency is read from the fitted curve at half-maximal effect; nearly all actives have a fitted effect of over 55% in size
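Yeast growth medium received pinned compounds, then yeast cells expressing toxic A-beta were added; plates incubated at 30 C for 48 hr. Growth read as absorbance at 600 nm, normalized to DMSO and equimolar FeCl3 plus clioquinol controls.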
PTHR1 ag: PTHR1 (human) receptor agonism; HEK293 GP2 PTHR1 cells, GloSensor cAMP luminescence, 1 h; 410,000 compounds, 0.075% hits; Potency, µM (series often up to 115 µM), without a hit: at the top dose activation, hits mostly activators; AID 743266; Q03431; also: potency is read from the fitted curve at half-maximal effect; nearly all actives have a fitted effect of over 55% in size; some results filed as inactive show a strong effect at the top dose; inactives centre near -15; many of its hits are not listed in these tables
Target sequence (Q03431 whole entry, looked up): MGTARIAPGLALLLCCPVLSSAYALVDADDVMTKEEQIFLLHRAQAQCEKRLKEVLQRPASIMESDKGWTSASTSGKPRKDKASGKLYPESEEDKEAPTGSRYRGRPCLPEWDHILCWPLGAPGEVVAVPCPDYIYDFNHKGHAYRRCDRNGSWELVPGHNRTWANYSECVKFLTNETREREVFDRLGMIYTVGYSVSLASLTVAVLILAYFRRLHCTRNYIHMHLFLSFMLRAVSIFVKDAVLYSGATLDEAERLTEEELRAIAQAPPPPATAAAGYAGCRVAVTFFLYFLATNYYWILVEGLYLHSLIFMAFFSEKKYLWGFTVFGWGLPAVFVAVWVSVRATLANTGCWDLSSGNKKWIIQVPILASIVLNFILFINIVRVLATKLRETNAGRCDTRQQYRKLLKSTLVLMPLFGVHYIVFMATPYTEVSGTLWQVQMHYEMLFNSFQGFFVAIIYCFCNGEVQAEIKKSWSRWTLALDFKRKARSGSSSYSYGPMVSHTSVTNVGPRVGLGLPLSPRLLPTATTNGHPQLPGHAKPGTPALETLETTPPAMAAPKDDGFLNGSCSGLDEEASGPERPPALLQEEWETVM
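HEK-293-derived GP2 cells expressing PTHR1 and a GloSensor cAMP reporter, 3,000/well, plated overnight, given luciferin plus IBMX (each 0.5 mM as added) for 1 h at 37 °C, then compound for 1 h at 37 °C. Luminescence was read after 15 min at room temperature.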
aSyn yeast inh: alpha-synuclein toxicity inhibition in yeast | Potency, µM (series often up to 46.1 µM), for the others: top-dose growth rescue (activation), actives largely listed as activators | Yeast expressing alpha-synuclein, growth rescue, BacTiter-Glo, 24 h | 370,000 compounds, 0.14% hits; also: potency is read from the fitted curve at half-maximal effect; % of control where 0% means no effect; nearly all actives have a fitted effect of over 65% in size
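Screening used galactose-induced yeast with toxic alpha-synuclein levels, exposed to compound for 24 hr at 30 deg C. Cell growth, read with BacTiter-Glo luminescence, gave the measured signal.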
DRD3 antagonist: blocks the human D3 dopamine receptor. P35462. 360,000 compounds, 2.5% hits. max response, negative = inhibition, %. D3R cells, DiscoveRx beta-arrestin luminescence, antagonist mode; hits give low values; in the data active = max response below about -50%; inconclusive = no clear call, values can overlap the other calls; also: % is scaled to controls: 0 for no effect and ±100 for the full control effect; mostly tested at two doses, the higher about 12 µM
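Cells expressing the human receptor were seeded at 1500 cells/well, incubated overnight at 37 degrees C in 5% CO2, then exposed to library compounds with dopamine controls for 90 minutes at 37 degrees C before luminescent detection.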
FUS suppressor: rescues growth of FUS-expressing yeast | S. cerevisiae FUS-expressing, growth rescue, OD600, 24 h | Potency, µM (top dose mostly 76.6 µM), for inactives: top-dose growth rescue (activation), hits mostly activators | 390,000 compounds, 0.24% hits | AID 1347120;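 also: potency is read from the fitted curve at half-maximal effect; plate controls were DMSO vehicle for no effect and reference control for full effect; nearly all actives have a fitted effect of over 55% in size; some results filed as inactive show a strong effect at the top dose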
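FUS-expressing yeast, raffinose-pregrown, induced in 2% galactose minimal medium at OD 0.005; compounds in a dilution series, 24hr at 30C. Growth restoration read as absorbance at 600 nm. CP55940 positive control, DMSO negative.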
GLP1R ag: agonists of human GLP-1 receptor. P43220. HEK293 GLP-1R CRE-luciferase, luminescence, 4-6 h; cells express a hypersensitive GLP-1R form. Potency, µM (doses to about 45.6 µM), for inactives: top-dose activation, hits mostly activators. 380,000 compounds, 0.007% hits. AID 624172; also: potency is read from the fitted curve at half-maximal effect; % of control where 0% means no effect
Target sequence (P43220 whole entry, looked up): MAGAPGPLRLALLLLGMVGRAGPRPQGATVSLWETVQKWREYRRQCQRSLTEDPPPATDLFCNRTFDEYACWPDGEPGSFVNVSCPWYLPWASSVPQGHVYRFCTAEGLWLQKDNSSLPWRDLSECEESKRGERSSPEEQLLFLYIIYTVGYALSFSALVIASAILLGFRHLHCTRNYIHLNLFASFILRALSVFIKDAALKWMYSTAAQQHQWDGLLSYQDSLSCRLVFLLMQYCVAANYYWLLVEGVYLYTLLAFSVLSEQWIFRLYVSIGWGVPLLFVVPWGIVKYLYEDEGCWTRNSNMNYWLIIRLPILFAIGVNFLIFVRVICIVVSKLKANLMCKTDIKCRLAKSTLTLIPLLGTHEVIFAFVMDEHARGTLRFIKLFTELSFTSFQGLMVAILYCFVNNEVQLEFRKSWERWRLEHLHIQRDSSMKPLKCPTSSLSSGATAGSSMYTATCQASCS
TDP43 rescue: rescues yeast growth from TDP-43 toxicity | TDP-43 expressing yeast growth rescue, BacTiter-Glo, 24 h | Potency, µM (doses to about 46.1 µM), without a hit: top-dose growth rescue (activation), most hits filed as activators | 410,000 compounds, 1.8% hits | AID 652104; also: potency is read from the fitted curve at half-maximal effect; % of control where 0% means no effect; nearly all actives have a fitted effect of over 50% in size
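Growth rescue of TDP-43-toxic yeast measured as ATP luminescence (BacTiter-Glo). Cells grown to mid-log in raffinose, induced in galactose at OD600=0.02, exposed to compound 24 hr at 30 deg C.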
GLP1R inv ag: inverse agonists of human GLP-1 receptor. P43220. HEK293 GLP-1R CRE-luciferase, luminescence, 24 h; GLP-1R form is constitutively active. Potency, µM (highest dose often 38.3 µM), without a hit: at the top dose activity change, negative = inhibition, usual class: inhibitors. 410,000 compounds, 1.6% hits. AID 624417; also: potency is read from the fitted curve at half-maximal effect; % is scaled to controls: 0 for no effect and ±100 for the full control effect; nearly all actives have a fitted effect of over 55% in size
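GLP-1R inverse agonism mode: basal reporter luminescence in engineered HEK293 cells measured after one day of compound exposure at 37 deg C, with a 12 min room-temperature detection step.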
Akt phos inh: blocks phosphorylation of Akt; Neuro2A IGF-stimulated pAkt S473 HTRF, 20 min; hits give low values; activity change, % for hits at 50 µM; 360,000 compounds, 0.32% hits; in the data active = activity change below about -80%; inconclusive = mostly about -51% to -80%; also: % is scaled to controls: 0 for no effect and ±100 for the full control effect
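Neuro2A cells in DMEM with 0.5% FBS, overnight at 37 deg C, given compound at single 50 µM final, then IGF (6 nM final) for 20 min at 37 deg C. Lysed; phospho-Akt Ser473 by HTRF after 24 h, 665/615 ratio.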
* = called active by the depositor; i = inactive; ? = inconclusive; . = no result given; & = joins results of further samples; [ ] = dose if it differs, or a comment. Unless noted, calls follow the shape of the dose curve; as a rule, active = well fitted curve in the direction sought with a large enough effect; inconclusive = small, poorly fitted or top-dose-only effect, or another doubt; inactive = no such curve, though single readings can be large; an effect the other way counts as inactive or inconclusive. Only part of the results is shown (hit frequency here may not be typical).

SMILES | Abeta rescue | PTHR1 ag | aSyn yeast inh | DRD3 antagonist | FUS suppressor | GLP1R ag | TDP43 rescue | GLP1R inv ag | Akt phos inh
O=C(Cn1c(=O)cnc2ccccc21)Nc1cccc(S(=O)(=O)N2CCCCC2)c1 | -15% | -8% | -4% | 7 | 12% | -2% | -4% | -16% | i
O=C(c1ccccc1NS(=O)(=O)c1cccs1)N1CCOCC1 | 25% | -2%[57.5 µM] | 1% | 22 | 7% | -2% | -14% | 35%[activator] | i
CC1(C)C(=O)N(CCN2CCC(C(=O)c3ccc(F)cc3)CC2)c2ccccc21 | -9% | -90%[inhibitor] | 1%&9% | -84* | -31% | -1% | 13% | 5% | i
Cc1cccc(C)c1NC(=O)C(=O)NCCCN1CCOCC1 | 8% | i | -1% | -8 | . | -3% | 7% | 8% | i
COc1ccc(OCC(=O)Nn2c(-c3ccc(OC)cc3)nc3ccccc3c2=O)cc1 | 16% | -14% | 3% | -24 | . | 10% | 6% | 2% | i
CCN(Cc1ccncc1)C(=S)Nc1ccccc1C | 0% | -23% | 2% | 28 | -30% | 0% | 8% | -2% | i
CCN(CC)S(=O)(=O)c1ccc(C(=O)Nc2cccc(C)c2)cc1 | ? | i | 21% | -83* | 0% | 6% | -15% | 0% | i
COc1cccc(/C=C2\Sc3ccc(C(=O)NCC4CCCO4)cc3N(C)C2=O)c1 (stereo unspecified) | . | -3% | 5% | 22 | ? | 14% | ? | ? | i
Cc1ccc(CSc2cc(C)[nH]c(=O)n2)cc1 | . | 9% | -4% | -19 | 6% | 7% | -8% | 10% | i
CCCC(=O)NC1CC(=O)N(c2ccc3c(c2)OCCO3)C1 (stereo unspecified) | -7% | -6% | . | . | -2% | . | 9% | 11% | .
COc1ccc(CNC(=O)C2CCCN2S(=O)(=O)c2ccccc2)cc1 (stereo unspecified) | -2% | i | 5% | ? | -11% | -6% | -12% | -2% | i
Cc1ccc(C(=O)N2CC(C(=O)O)C2)cc1 | -5% | i | 0% | -4 | 9% | 4% | 1%[9.22 µM] | 0%[7.66 µM] | i
O=C(c1ccccc1Cl)N1CCC(c2nc3c(nnn3Cc3ccco3)c(=O)[nH]2)CC1 | 7% | 0% | 4% | -2 | 8% | 20% | 0% | 26% | i
Cc1cc(-c2c(C)[nH]n(-c3ccc(Cl)cc3)c2=O)n[nH]1 | -52%[inhibitor] | -42%[inhibitor][57.5 µM] | ? | -60* | ? | -2% | 22µM* | -21% | i
COc1cc(/C=C(\C#N)C(=O)NCc2cccs2)ccc1O | -5% | -2% | -1% | 1 | . | -1% | ? | 15% | i
Cc1cc(N2CCN(c3cccc(C(F)(F)F)c3)CC2)n2nc(-c3ccccc3C)nc2n1 | 1% | -59%[inhibitor] | . | . | -8% | . | ? | -6% | .
COc1ccc(C(=O)CC2(O)C(=O)N(CCc3ccccc3)c3ccc(Br)cc32)cc1OC (stereo unspecified) | 3% | -27% | . | . | ? | . | ? | ? | .
COc1cc(C(=O)NC2CC(C)(C)Cc3c2cnn3-c2ccccc2)cc(OC)c1OC (stereo unspecified) | -17% | i | -3% | 14 | 12% | 1% | -6% | 10% | i
CC(C)CNC(=S)NC(=O)c1csc([N+](=O)[O-])c1 | ? | -5% | 0% | -30 | 26% | 6% | -7% | -12% | i
C#CCn1c(=NC(=O)CN2C(=O)CCC2=O)sc2cccc(C)c21 | -13% | i | 2% | -25 | 19% | 8% | -12% | 6% | i
Cc1cc(/C=C(/C#N)C(=O)Nc2ccc(Cl)cc2)c(C)n1-c1cccnc1 | 9% | -1% | -1% | 6 | 9% | -4% | -3% | 9% | i
Cc1ccc(NC(=O)Nc2ccc3c(c2)OCO3)c(OC(F)F)c1 | 22% | i | -6% | -28 | 5% | -11% | 27% | ? | i
Cc1ccc2c(CSc3nc4nc(C)cc(C)n4n3)cc(=O)oc2c1 | -4% | i | -12% | 16 | 2% | 14% | 7% | 126%[activator] | i
COc1ccc(C(=O)Nc2cccc(OCc3cc(=O)n4c5c(sc4n3)CCCC5)c2)cc1OC | 2% | -24% | . | . | -15% | 4% | 10% | 10% | .
Cc1ccc(N2CC(C(=O)Nc3cc(C)ccc3F)CC2=O)cc1 (stereo unspecified) | 2% | -7% | 8% | -26 | 2% | -3% | 1% | -16% | i
CCCCCCCCCOC1OC(CO)C(O)C(O)C1NC(C)=O (stereo unspecified) | -4% | i | 2% | -4 | 6% | -1% | 6% | ? | i
COc1ccc(OC)c(Nc2ncnc3sccc23)c1 | -10% | -6% | 0% | 4 | 0% | 3% | 14% | 0% | i
Cc1ccc(CC(=O)OCC(=O)c2ccc[nH]2)cc1C | 1% | -1% | 6% | 12 | . | 11% | 25% | -8% | i
O=C(Nc1ccc(S(=O)(=O)NC2=NCCCCC2)cc1)c1cccc(OC(F)F)c1 | -1% | -34%[inhibitor] | 5% | 2 | -21% | -1% | 22% | -17% | i
CC(=O)Nc1ccc(NC(=O)CCc2nc3ccccc3c(=O)[nH]2)cc1 | 5% | i | 0% | 13 | 11% | 13% | -7%[0.397 µM] | 17% | i

A run of entries of the results above, as a working copy:
SMILES | Abeta rescue | PTHR1 ag | aSyn yeast inh | DRD3 antagonist | FUS suppressor | GLP1R ag | TDP43 rescue | GLP1R inv ag | Akt phos inh
O=C(Nc1ccc(S(=O)(=O)NC2=NCCCCC2)cc1)c1cccc(OC(F)F)c1 | -1% | -34%[inhibitor] | 5% | 2 | -21% | -1% | 22% | -17% | i
CC(=O)Nc1ccc(NC(=O)CCc2nc3ccccc3c(=O)[nH]2)cc1 | 5% | i | 0% | 13 | 11% | 13% | -7%[0.397 µM] | 17% | i

Additional results follow.
SMILES | Abeta rescue | PTHR1 ag | aSyn yeast inh | DRD3 antagonist | FUS suppressor | GLP1R ag | TDP43 rescue | GLP1R inv ag | Akt phos inh
O=C(Nc1ccc([N+](=O)[O-])cc1)C1COc2ccccc2O1 (stereo unspecified) | 8.9µM* | -11% | 2% | -23 | -8% | -1% | ? | 0% | i
N=c1n(Cc2ccccc2)c2ccccc2n1CC(O)COc1ccc(Cl)cc1Cl (stereo unspecified) | -16% | -40%[inhibitor] | -5% | 4 | ? | -5% | -13% | ? | i
COc1cc(NCc2ccccc2)c2ncn(Cc3ccccc3)c2c1 | -22% | i | 12% | ? | 21% | 6% | 20% | -73% | i
CC1(C)C(=O)Nc2ccccc2N1C(=O)COC(=O)Cc1c(F)cccc1Cl | 8% | i | 7% | -10 | 15% | -7% | -2% | -14% | i
Cc1ccc(N=Nc2c(C)[nH][nH]c2=O)c(C)c1 | -4% | i | -6% | 19 | 4% | 12% | ? | 1% | i
COc1ccc(-c2c3c(nc4sc(C(=O)Nc5cc(C)on5)c(N)c24)CCC3)cc1 | 0% | -4%[57.5 µM] | 3% | -14 | -13% | 0% | 8% | 0% | i
Cc1cc(N2CCCCC2)nc2ccc(NC(=O)c3cccc(F)c3)cc12 | -8% | -93%[inhibitor] | . | . | 3% | . | 1% | 11µM* | .
O=C(Nc1ccc2nc(SCC(=O)N3CCOCC3)sc2c1)c1ccc(Br)cc1 | -12% | -18% | . | . | 6% | . | -15% | 5% | .
CC(NC=O)c1nc2ccccc2n1CCc1ccccc1 (stereo unspecified) | -5% | i | 1% | -15 | -7% | 11% | 5% | 17% | i
Cc1occc1C(=O)N/N=C/c1ccc(Br)s1 | ? | -18% | -15% | -13 | 6% | 12% | 0% | -24% | i
CCOC(=O)c1nc2sc(C)c(C)c2c(=O)[nH]1 | 16% | -19%[57.5 µM] | 1% | 7 | 8% | -10% | -19% | -5% | i
CCOc1ccc(NC(=O)Cn2c(=O)n(CC(=O)NCc3ccccc3Cl)c(=O)c3sccc32)cc1 | -21% | 13% | . | . | ? | . | -36%[inhibitor] | 5% | .
COc1cc2c(cc1NC(=O)CSc1ccccn1)oc1ccccc12 | 9% | -16% | -5% | 6 | . | 5% | 10% | ? | i
Cc1c(CCC(=O)O)c(=O)n2c([nH]c3ccccc32)c1C#N | 14% | i | -6% | -8 | 20% | 6% | -15% | -1% | .
N#Cc1ccc(OCc2ccc(C(=O)O)o2)cc1 | 7% | i | 2% | 4 | 24% | 0% | -7% | 8% | i
COc1ccccc1N1CCN(C(=O)c2ccccc2N(C)S(=O)(=O)c2ccc(C)cc2)CC1 | 4% | -47%[inhibitor] | 16% | 16 | . | -2% | ? | -32% | i
CS(=O)(=O)N1CCN(c2ccccc2NC(=O)c2ccc3ccccc3c2)CC1 | -10% | i | -8% | 23 | 15% | 10% | -3% | ? | i
S=c1[nH]nc(-c2ccco2)n1-c1ccccc1Cl | -9% | i | -8% | -29 | -12% | 4% | -9% | 2% | i
CCn1c(SCC(=O)Nc2c(C)n(C)n(-c3ccccc3)c2=O)nnc1-c1cccc(C)c1 | 7% | i | 3% | 1 | 11% | 3% | 3% | 9% | i
NC(=O)C1CCN(C(=O)Cn2c(-c3cccs3)cc3ccccc32)CC1 | 0% | 20% | . | . | 7% | . | 3% | 15% | .
Cc1cc(C)nc(SCCC(=O)N2CCOCC2)n1 | -1% | -1% | -7% | 2 | -9% | -5% | 4% | 13% | i
COc1ccc(OC)c(S(=O)(=O)N2CCC(NC(=O)c3ccccc3)CC2)c1 | -23% | -10% | -7% | 18 | -12% | 10% | 13% | 9% | i
Cc1ccc(S(=O)(=O)/N=C(\CN2CCCCC2)N2CCOCC2)cc1 | 20% | 18%[57.5 µM] | -1% | 18 | 31% | 17% | -22% | 3% | .
O=C(Cc1csc(-c2ccccc2)n1)NCc1cccs1 | -5% | 0% | 2% | 7 | 10% | 7% | ? | -9% | i
COc1ccc(-c2cc(C(=O)OCC(=O)c3cccc(OC)c3)c3cccc(Cl)c3n2)cc1 | -8% | i | . | . | -3% | . | 17% | 11% | .
CCOc1ccc(CCNC(=O)C(CC(C)C)N2Cc3ccccc3C2=O)cc1OCC (stereo unspecified) | 3% | -11% | . | . | 21% | . | 9% | ? | .
